Assay outcomes as filed in PubChem BioAssay.
TMEM16A inh = mouse TMEM16A channel inhibition, primary screen; Q8BHY3; HEK293 TMEM16A/YFP iodide influx fluorescence, ionomycin; 310,000 tested, 1.2% active; normalized B-score (activity score, 25-100; higher = stronger inhibition) at 10 µM;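 active means ratio plate-corrected score three or more library SD toward inhibition, starting fluorescence score within five deviations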;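 further: score derived from kinetic fluorescence span divided by baseline fluorescence per well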
Target sequence (Q8BHY3 whole entry, looked up): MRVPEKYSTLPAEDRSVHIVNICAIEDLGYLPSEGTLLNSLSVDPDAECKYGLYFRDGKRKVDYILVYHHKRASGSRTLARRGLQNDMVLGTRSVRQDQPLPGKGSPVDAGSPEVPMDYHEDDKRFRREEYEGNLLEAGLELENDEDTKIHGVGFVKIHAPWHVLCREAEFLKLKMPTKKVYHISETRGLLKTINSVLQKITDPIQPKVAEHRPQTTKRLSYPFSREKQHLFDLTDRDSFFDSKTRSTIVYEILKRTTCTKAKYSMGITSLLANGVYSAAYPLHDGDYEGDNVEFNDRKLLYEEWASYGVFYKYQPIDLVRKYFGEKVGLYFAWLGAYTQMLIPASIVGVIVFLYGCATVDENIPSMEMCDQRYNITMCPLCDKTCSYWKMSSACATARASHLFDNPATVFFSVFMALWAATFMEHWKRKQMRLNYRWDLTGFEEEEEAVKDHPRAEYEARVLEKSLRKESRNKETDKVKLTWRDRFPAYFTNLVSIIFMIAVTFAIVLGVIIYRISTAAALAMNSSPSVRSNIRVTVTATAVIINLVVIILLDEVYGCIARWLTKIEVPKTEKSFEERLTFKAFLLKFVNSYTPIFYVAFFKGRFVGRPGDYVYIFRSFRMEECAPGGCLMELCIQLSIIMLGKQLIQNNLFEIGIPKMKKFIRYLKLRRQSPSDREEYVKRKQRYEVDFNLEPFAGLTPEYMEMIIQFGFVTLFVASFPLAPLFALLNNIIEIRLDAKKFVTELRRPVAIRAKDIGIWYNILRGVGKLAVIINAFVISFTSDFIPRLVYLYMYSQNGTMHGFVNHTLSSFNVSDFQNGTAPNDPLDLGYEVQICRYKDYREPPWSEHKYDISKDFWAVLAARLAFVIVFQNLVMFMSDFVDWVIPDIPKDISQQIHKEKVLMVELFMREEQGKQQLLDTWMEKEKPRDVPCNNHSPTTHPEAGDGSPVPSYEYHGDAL
RGS4 act = RGS4 potentiation or activation; 310,000 tested, 0.92% active; AID 463111; B-score at 10 µM; HEK293 M3R/inducible RGS4, carbachol calcium flux Fluo4; hits give low values;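 active means B-score of the integrated calcium signal more than 4 SD below the library mean, with starting fluorescence not abnormally high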;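 further: negative B-score means reduced calcium response which marks RGS4 activation or potentiation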
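Test system: HEK293 cells with stable M3R and inducible RGS4; also added: carbachol at ECmax as muscarinic agonist stimulus; schedule: dye loading 30 min 37 °C, buffer rest 30 min RT; technique: kinetic calcium fluorescence imaging with Fluo4-AM dye, 2 µM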
RGS4 inh = human RGS4 inhibition | P49798 | HEK293 M3R/RGS4 inducible, Fluo-4 calcium flux; hits give high values; triggered by carbachol at its EC20 | B-score at 10 µM | 310,000 tested, 0.45% active;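 active means B-score, a plate-corrected calcium signal, over three deviations above library mean, with baseline fluorescence within five deviations of library mean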;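 further: RGS4 expression induced by doxycycline in cells with stable M3 receptor; B-score is computed from the integrated fluorescence ratio over baseline after carbachol; higher B-score means a larger calcium signal and so more RGS4 inhibition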
TMEM16A act = activators or potentiators of mouse TMEM16A chloride channel; HEK293 TMEM16A/YFP-H148Q/I152L, iodide quench fluorescence; hits give low values; B-score at 10 µM; 340,000 tested, 0.3% active; AID 623877;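 active means fluorescence-ratio B-score plate-corrected deviation score at least 3 library SD below zero, with starting fluorescence score within 5 deviations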;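 further: channel opened by trigger with iodide after compound preincubation; score built on the fluorescence ratio of max minus min over baseline; more negative score means more quench and so TMEM16A activation or potentiation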
KCNK9 block = human KCNK9 channel inhibition; 310,000 tested, 1.2% active; HEK293 KCNK9, FluxOR thallium flux fluorescence; hits give low values; B-score at 10 µM; AID 488922;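 active means ratio B-score over 3 SD below the library mean, with starting fluorescence within 5 SD of its mean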;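 further: negative B-score means less thallium flux so channel inhibition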
KCNK3 block = human KCNK3 channel inhibition, primary screen; 340,000 tested, 0.84% active; AID 602410; CHO-KCNK3 thallium flux, FluxOR fluorescence; hits give low values; B-score at 10 µM;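 active means B-score under library mean minus 4 SD, starting fluorescence ratio at most library mean plus 5 SD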;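 further: more negative B-score means stronger inhibition of thallium flux through KCNK3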
HDAC3 inh = human HDAC3 inhibition | O15379 | recombinant HDAC3, fluorogenic peptide/trypsin coupled, fluorescence | inhibition, % at 8.3 µM | 320,000 tested, 0.15% active; in the data active means inhibition above about 26%, passing the limit was not always enough; inconclusive means no clear call, values can overlap the other calls
KCNQ1 inh = inhibitors of human KCNQ1 potassium channel. P51787. CHO-K1 KCNQ1, FluxOR thallium flux fluorescence; hits give high values. B-score at 10 µM. 310,000 tested, 1.3% active;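 active means compounds whose thallium flux B-score, printed positive for inhibition, exceeds three library SD while starting fluorescence stays within three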;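 further: channel opened by potassium depolarization with thallium stimulus after 20 min compound exposure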
SKKanGAS inh = inhibitors of SKKanGAS S. pyogenes growth in kanamycin (SK-promoter or general growth effect); BacTiter-Glo, 6 h; inhibition, % at 7.5 µM; 300,000 tested, 1.3% active;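 active means mean replicate score, as percent of positive control median, at least 50; inconclusive means mean below 50 but one replicate at or above 50; inactive means mean and every replicate below 50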;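 further: strain carries kanamycin resistance gene driven by streptokinase promoter and grows in 40 µg/ml kanamycin; loss of luminescence reflects streptokinase promoter inhibition or plain growth inhibition; 0% = median of DMSO wells and 100% = positive control at its reference dose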
hERG rescue = hERG (human) protection from proarrhythmic block | AID 1511 | CHO-hERG, FluxOR thallium flux, dofetilide IC70 present | 310,000 tested, 0.51% active | Q12809 | activation (rescue from dofetilide block), less the hit threshold, % at 10 µM;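 active means activation above the mean of controls blocked by dofetilide plus 5 SD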;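 further: thallium influx through hERG after potassium depolarization seen as dye fluorescence rise; in these data hits start at about 4.7%; inactives centre near -7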
KCNQ1 act = potentiators or activators of human KCNQ1 potassium channel; B-score at 10 µM; AID 2648; CHO-K1 KCNQ1, thallium flux FluxOR fluorescence; hits give high values; 310,000 tested, 0.35% active;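 active means fluorescence ratio B-score, a plate-corrected score, at least three library SD, with initial intensity B-score within 5 SD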
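System: CHO-K1 cells stably expressing KCNQ1 / Medium: assay buffer for compound exposure, DMSO matched across wells / Reagent: thallium- and potassium-containing depolarizing buffer / Compound: one concentration, matched DMSO / Incubation: 20 min compound pretreatment at room temperature / Measured by: kinetic FluxOR fluorescence, 10 s baseline plus 110 s post-stimulus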
Active calls of the source: *; i = inactive; u = inconclusive; x = not tested or not shown.

SMILES | TMEM16A inh | RGS4 act | RGS4 inh | TMEM16A act | KCNK9 block | KCNK3 block | HDAC3 inh | KCNQ1 inh | SKKanGAS inh | hERG rescue | KCNQ1 act
COC(=O)C1Cc2ccccc2CN1S(=O)(=O)c1ccc(C)cc1 (configuration not stated) | i | i | i | i | i | i | 6 | i | 4 | -4 | i
O=C(c1ccc2ccccc2c1)N1CCN(c2ccccn2)CC1 | i | i | i | i | i | i | -1 | i | -2 | -1 | i
S=c1[nH]c2cc(Cl)ccc2s1 | i | i | i | i | i | i | 7 | i | -2 | 55* | 74*
Cn1c(-c2ccc(Cl)nc2)nc2cc(Cl)ccc21 | i | i | i | i | i | i | -13 | i | 2 | -7 | i
CC(=C/c1ccccc1)/C=N/NC(=O)c1cc(C)oc1C | i | i | i | i | i | i | 10 | i | 2 | -15 | i
Cc1ccc(C(=O)N/C(=C/c2ccccc2F)C(=O)NCCCn2ccnc2)cc1 | i | i | i | i | i | i | 13 | i | 0 | -10 | i
Cc1cccc(N(CC(=O)NC2CCCC2)C(=O)c2nsc(Cl)c2Cl)c1C | i | i | i | i | i | i | 3 | i | -1 | -10 | i
CCOc1ccc(NC(=O)CC2SC(=O)N(c3ccccc3)C2=O)cc1 (configuration not stated) | i | i | i | i | i | i | 40* | i | 1 | -19 | i
COc1cc(/C=N/NC2=NS(=O)(=O)c3ccccc32)cc(OC)c1OC | i | i | i | i | i | i | 25 | i | -3 | -12 | i
CCC1(c2ccccc2)NC(=O)N(CC(=O)Nc2nnc(C3CC3)s2)C1=O (configuration not stated) | i | i | i | i | i | i | 4 | i | 3 | -14 | i
CC(C)(NO)/C(=N/O)c1cccs1 | 25* | i | i | i | i | i | 5 | i | -19 | -5 | i
CCCOc1ccc(N2C(=O)CC(N3CCN(c4ccc([N+](=O)[O-])cc4)CC3)C2=O)cc1 (configuration not stated) | i | i | i | i | i | i | 5 | i | -10 | -9 | i
Cc1ccc(NC(=O)CCC(=O)N2CCOc3ccccc32)c(Cl)c1 | i | i | i | i | i | i | 2 | i | -9 | -6 | i
Cc1ccc2c(c1)cc(CN(Cc1ccco1)S(=O)(=O)c1ccccc1)c1nnnn12 | i | i | i | i | i | i | -3 | i | -8 | -13 | i
O=C(NCc1ccccc1)C(c1cccs1)N(C(=O)c1csnn1)C1CC1 (configuration not stated) | i | i | i | i | i | i | 4 | i | -3 | -18 | i
COc1cccc(NC(=O)COC(=O)COc2cccc3c2OC(C)(C)C3)c1 | i | i | i | i | i | i | -1 | i | -3 | -12 | i
COc1ccc(C(=O)NC(=S)NNC(=O)c2ccc3ccccc3n2)cc1 | i | i | i | i | i | i | -1 | i | 18 | -6 | i
COC(=O)c1ccccc1NC(=O)CCn1c(=O)oc2ccccc21 | i | i | i | i | i | i | -6 | i | 0 | -11 | i
Cc1nc(C)c(-c2csc(NCc3ccco3)n2)s1 | i | i | i | i | i | i | -1 | i | 3 | -7 | i
CCc1cccc(NC(=O)c2ccc(Cn3nc(C)cc3C)o2)c1 | i | i | i | i | i | i | 6 | i | -6 | -9 | i

Not a retest: an excerpt of the list.
SMILES | TMEM16A inh | RGS4 act | RGS4 inh | TMEM16A act | KCNK9 block | KCNK3 block | HDAC3 inh | KCNQ1 inh | SKKanGAS inh | hERG rescue | KCNQ1 act
COc1cccc(NC(=O)COC(=O)COc2cccc3c2OC(C)(C)C3)c1 | i | i | i | i | i | i | -1 | i | -3 | -12 | i
COc1ccc(C(=O)NC(=S)NNC(=O)c2ccc3ccccc3n2)cc1 | i | i | i | i | i | i | -1 | i | 18 | -6 | i
COC(=O)c1ccccc1NC(=O)CCn1c(=O)oc2ccccc21 | i | i | i | i | i | i | -6 | i | 0 | -11 | i

Remaining list, next part
SMILES | TMEM16A inh | RGS4 act | RGS4 inh | TMEM16A act | KCNK9 block | KCNK3 block | HDAC3 inh | KCNQ1 inh | SKKanGAS inh | hERG rescue | KCNQ1 act
COc1ccc(-c2nn(-c3ccccc3)cc2C(=O)NCCCn2ccnc2)cc1 | i | i | i | i | i | i | -2 | i | -2 | -2 | i
O=C(COc1ccc2ccccc2c1)N1c2ccccc2Sc2ccccc21 | i | i | i | i | -13* | i | 8 | i | 28 | -3 | i
N#Cc1nc(COc2ccccc2Cl)oc1N1CCCCCC1 | x | i | i | i | i | i | x | i | -2 | -2 | i
CC1NC(=O)NC1CCCCCC(=O)NCCc1ccccc1 (configuration not stated) | i | i | i | i | i | i | 6 | i | 2 | -6 | i
CCCOc1ccc(N2C(=O)C/C(=C\c3ccccc3)C2=O)cc1 | i | i | i | i | i | i | -2 | i | -2 | -8 | i
CCC(C)(C)NC(=O)C(c1cccn1C)N(C(=O)Cn1nnc2ccccc21)c1ccc(NC(C)=O)cc1 (configuration not stated) | i | i | i | i | i | i | 0 | i | 1 | -2 | i
COC(=O)CNC(=O)COC(=O)c1ccc(Cl)nc1 | i | i | i | i | i | i | 1 | i | -4 | -6 | i
CC1=NN(c2ccccc2)C(=O)/C1=C\c1cc(C)n(-c2cccnc2)c1C | i | i | i | i | i | i | -12 | i | 4 | -9 | i
c1ccc(CSc2nnc(-c3cccs3)o2)cc1 | i | i | i | i | i | i | -2 | i | 12 | -2 | i
O=C(Nc1ccccc1N1CCN(c2ccc(F)cc2)CC1)C1CCCCC1 | x | i | i | i | -6.7* | i | x | i | 18 | -7 | i
O=C(CN1CCN(Cc2ccccc2)CC1)N/N=C/c1ccc(Br)s1 | i | i | i | i | i | i | -1 | i | 3 | -15 | i
CC(=O)N(CN1C(=O)C2CC=CCC2C1=O)c1cccc(Cl)c1 (configuration not stated) | i | i | i | i | i | i | 5 | i | -12 | -10 | i
CCOC(=O)CCP(=O)(O)C(O)(c1ccccc1)c1ccccc1 | i | i | i | i | i | i | 3 | i | -11 | -5 | i
COC(=O)c1cn(NC(=O)C2CCCCC2)c(=O)c2ccccc12 | i | i | i | i | i | i | -2 | i | -1 | -8 | i
COc1ccc(CC(=O)Nc2ccc(OC)c(NC(=O)c3ccco3)c2)cc1 | i | i | i | i | i | i | 3 | i | 0 | -10 | i
CCN(CC)c1ccc(C(=O)OCC(=O)Nc2cccc(S(=O)(=O)NC3=NCCCCC3)c2)cc1 | i | i | i | i | i | i | 6 | i | -1 | -7 | i
CCOC(=O)c1nn(-c2ccccc2C)c(=O)c2c(N)scc12 | i | i | i | i | i | i | 5 | i | 16 | 2 | i
COCCCNC(=O)c1c(F)c(F)c(F)c(F)c1F | i | i | i | i | i | i | -11 | i | -3 | -6 | i
CCN(CC)C(=O)c1ccc(NS(=O)(=O)c2ccc3[nH]c(=O)[nH]c3c2)cc1 | i | i | i | i | i | i | -17 | i | 0 | -3 | i
Cc1ccc(OCC(=O)NCCS(=O)(=O)N2CCN(c3ccccc3)CC2)cc1 | i | i | i | i | i | i | u | i | -4 | -10 | i
COc1ccccc1-n1nnnc1SC(C)C(=O)NC1CCCC1 (configuration not stated) | i | i | i | i | i | i | -2 | i | -1 | -17 | i
CCN(CC)CCOC(=O)C1c2ccccc2Oc2ccccc21 | i | -11* | i | i | i | i | -4 | i | 2 | -2 | i
Cc1nn(C)cc1/C=N\NC(=O)c1csc2c1CCCC2 | i | i | i | i | i | i | -2 | i | 16 | -4 | i
CCN(CC)S(=O)(=O)c1cc(NC(=O)Cn2cnc3ccccc3c2=O)ccc1C | i | i | i | i | i | i | 1 | i | 4 | -10 | i
CCc1nnc(NC(=O)c2cc(S(=O)(=O)N3CCCCC3)ccc2N2CCOCC2)s1 | i | i | i | i | i | i | -2 | i | 0 | -10 | i
CCCC(=O)NC(NC(=S)Nc1ccc(S(N)(=O)=O)cc1)C(Cl)(Cl)Cl (configuration not stated) | i | i | i | i | i | i | -1 | i | 5 | -5 | i
CCOC(=O)N1CCN(C(=O)c2ccc(OC)c(S(=O)(=O)N3CCOCC3)c2)CC1 | i | i | i | i | i | i | -1 | i | -5 | -9 | i
Cc1c(Nc2cc(=O)oc3ccccc23)c(=O)n(-c2ccccc2)n1C | i | i | i | i | i | i | -1 | i | -1 | -7 | i
CN(CCC#N)C(=O)c1cc2c(s1)-c1ccccc1SC2 | i | i | i | x | i | i | -14 | i | -1 | -13 | i
O=c1[nH]c(SCc2nc3ccccc3n2Cc2ccccc2)nc2ccccc12 | i | i | i | i | i | i | 0 | i | 28 | -5 | i
C=CCn1c(SC(C)C(=O)Nc2ccc(Cl)cn2)nnc1C1CC1 (configuration not stated) | i | i | i | i | i | i | 1 | i | -1 | -16 | i
Cc1c(Br)c([N+](=O)[O-])nn1CC(=O)Nc1cccc2nonc12 | i | i | i | i | i | i | -1 | i | 5 | -16 | i
CCOC(=O)c1cnc2nc(C)nn2c1N | i | i | i | i | i | i | 0 | i | -5 | -8 | i
Cc1c(-c2ccc(Cl)cc2)[n+](=O)c2c(n1[O-])CCCC2 | i | i | i | i | i | i | -4 | i | 3 | 1 | i
CCn1cc(C(=O)NCCCN2CCCC(C)C2)c(=O)c2cc(S(=O)(=O)N3CCc4ccccc4C3)ccc21 (configuration not stated) | i | -7.2* | i | i | i | i | 10 | i | 3 | -13 | i
COc1ccc2[nH]c(C(=O)N/N=C/c3ccccc3OC)cc2c1 | i | i | i | i | i | i | 8 | i | -4 | -10 | i
CCOC(=O)CN(c1ccccn1)S(=O)(=O)c1ccccc1 | i | i | i | i | i | i | -9 | i | -3 | 0 | i
CCn1c(CC(=O)Nc2ccc(C)cc2)nnc1SCC(=O)Nc1nc(C)cs1 | i | i | i | i | i | i | 0 | i | -2 | -8 | i
CN1C(c2ccc(F)cc2)=CS/C1=C(\C#N)c1nnc2n1-c1ccccc1SC2 | i | i | i | i | i | i | 5 | i | -5 | -10 | i
COc1ccc(S(=O)(=O)Nc2ccc(Cc3ccncc3)cc2)cc1OC | 25* | i | i | i | i | i | 7 | i | -1 | -11 | i
CCOc1ccc(N=Cc2c(O)n(-c3cccc(C)n3)c(=O)c3ccccc23)cc1 | i | i | i | i | i | i | 0 | i | -11 | -9 | i
Cc1ccc(CNC(=O)c2cc(Cl)cc(Cl)c2)n1C | i | i | i | x | i | i | -5 | i | 3 | -11 | i
CCCC(=O)N1CCCC(c2nc(-c3cccs3)no2)C1 (configuration not stated) | i | i | i | i | i | i | -6 | i | 0 | -10 | i
